hIAP activ: human IAP activators, primary screen, biochemical, luminescence, uHTS | Intestinal-type alkaline phosphatase (Homo sapiens), P09923 | purified human IAP, CDP-Star luminescence, 30 min; active compounds read high; 1 = vehicle-only enzyme, 0 = enzyme-free background | activation factor at 10 µM | hit rate 0.16% among 330,000 | AID 2524, 2010;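 active = activation factor of the enzyme at least 2-fold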; note: the source names both 10 and 20 µM as test concentration; values of inactives mirror those of a sister screen read the other way
NLRP3 yeast inh: NALP3 inflammasome inhibitors in reconstituted yeast, primary screen, luminescence, uHTS | inhibition, % at 10 µM | hit rate 0.39% among 330,000 | Yeast reconstituted NLRP3/ASC/caspase-1, beta-gal luminescence, 24 h;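 active = inhibition of 50% or more; inactive = inhibition below 50%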;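 note: plate controls were induced DMSO wells for no effect and uninduced yeast grown without galactose for full effect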
A3G deaminase: APOBEC3G DNA deaminase inhibitors, primary screen, biochemical, fluorescence, single-stranded DNA substrate, uHTS | DNA dC->dU-editing enzyme APOBEC-3G (Homo sapiens), Q9HC16 | recombinant A3G, ssDNA deamination FAM/TAMRA fluorescence | inhibition, % at 20 µM | hit rate 0.28% among 330,000 | AID 493012, 2011;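 active = inhibition of at least 40% at 20 µM, with no more than 30% in the related APOBEC3A deaminase screen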;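 note: plate controls were DMSO wells with A3G for no effect and wells lacking A3G enzyme for full effect; some compounds called inactive have numbers as strong as hits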
Target sequence (Q9HC16 whole entry, looked up): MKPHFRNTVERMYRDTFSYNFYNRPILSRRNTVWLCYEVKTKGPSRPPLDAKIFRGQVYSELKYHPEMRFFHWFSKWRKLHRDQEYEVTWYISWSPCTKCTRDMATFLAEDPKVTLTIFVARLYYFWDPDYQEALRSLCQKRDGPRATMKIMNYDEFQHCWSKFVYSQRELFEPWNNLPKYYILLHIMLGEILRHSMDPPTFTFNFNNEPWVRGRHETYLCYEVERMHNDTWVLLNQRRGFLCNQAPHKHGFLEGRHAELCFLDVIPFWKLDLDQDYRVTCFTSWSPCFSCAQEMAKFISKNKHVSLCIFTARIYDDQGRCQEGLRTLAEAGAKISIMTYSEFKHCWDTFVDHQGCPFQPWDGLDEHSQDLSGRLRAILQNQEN
beta cell repl: inducers of MIN6 beta-cell proliferation, primary screen, ATP luminescence, uHTS; MIN6 cells proliferation, ATPlite luminescence, 48 h; cells starved in 0.2% serum; 100% = growth in 10% serum; proliferation, % at 10 µM; hit rate 0.29% among 330,000; AID 2380, 2010;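 active = compounds whose signal lies at least 3.5 SD above the mean of all wells on their plate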;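 note: 0% = DMSO-treated cells in low-serum medium and 100% = 10% serum control; some compounds called inactive have numbers as strong as hits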
mIAP act: activators of mouse IAP, primary screen, biochemical, luminescence, uHTS; muIAP, CDP-Star luminescence, 30 min; active compounds read high; 1 = vehicle-only enzyme signal, 0 = enzyme-free wells; activation factor at 10 µM; hit rate 0.24% among 330,000; AID 2805, 2010;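 active = activation factor of at least 2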; note: the source names both 10 and 20 µM as test concentration; values of inactives mirror those of a sister screen read the other way
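also added = chemiluminescent substrate CDP-Star | test system = mouse IAP enzyme | signal = chemiluminescence readout | compound = DMSO-dissolved test compounds | incubation = 30 min at room temperature | benchmarks = DMSO wells, no-enzyme wells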
hIAP block: human IAP inhibitors, primary screen, biochemical, luminescence, uHTS | Intestinal-type alkaline phosphatase (Homo sapiens), P09923 | purified IAP, CDP-Star luminescence, 30 min | inhibition, % at 10 µM | hit rate 0.12% among 330,000;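 active = inhibition reaching a set limit with compound at 10 µM in the primary screen, cut at about 35% in these data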;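 note: plate controls were DMSO wells with enzyme for no effect and no-enzyme buffer wells for full effect; values of inactives mirror those of a sister screen read the other way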
APOBEC3A inh: APOBEC3A ssDNA deaminase inhibitors, primary screen, selectivity assay for APOBEC3G inhibitor project, biochemical, FAM/TAMRA oligo cleavage fluorescence; DNA dC->dU-editing enzyme APOBEC-3A (Homo sapiens), P31941; recombinant A3A, FAM/TAMRA ssDNA deamination fluorescence; inhibition, % at 20 µM; hit rate 0.41% among 330,000;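 active = at least 40% inhibition at 20 µM here, with at most 30% in a related deaminase screen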;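 note: plate controls were A3A with DMSO for no effect and wells lacking A3A enzyme for full effect; some results filed as inactive read as strong as hits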
Target sequence (P31941 whole entry, looked up): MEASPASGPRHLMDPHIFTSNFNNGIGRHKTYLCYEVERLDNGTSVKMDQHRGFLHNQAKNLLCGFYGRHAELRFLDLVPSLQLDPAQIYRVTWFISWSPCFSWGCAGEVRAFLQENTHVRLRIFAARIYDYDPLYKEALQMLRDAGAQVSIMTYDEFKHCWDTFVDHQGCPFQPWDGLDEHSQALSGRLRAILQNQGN
SENP1 inh: human SENP1 catalytic domain inhibitors, primary screen, biochemical, FRET, uHTS; hit rate 0.21% among 360,000; inhibition, % at 10 µM; Sentrin-specific protease 1 (Homo sapiens), Q9P0U3; recombinant SENP1 catalytic domain, CyPet-SUMO1-YPet FRET cleavage;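 active = inhibition at least 30% at 10 µM, raw YFP signal under a set limit, fluorescence ratio 0.5 to 1.5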;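 note: 0% = enzyme with DMSO and 100% = no enzyme wells; some results filed as inactive read as strong as hits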
Target sequence (Q9P0U3 419-644 limits assumed): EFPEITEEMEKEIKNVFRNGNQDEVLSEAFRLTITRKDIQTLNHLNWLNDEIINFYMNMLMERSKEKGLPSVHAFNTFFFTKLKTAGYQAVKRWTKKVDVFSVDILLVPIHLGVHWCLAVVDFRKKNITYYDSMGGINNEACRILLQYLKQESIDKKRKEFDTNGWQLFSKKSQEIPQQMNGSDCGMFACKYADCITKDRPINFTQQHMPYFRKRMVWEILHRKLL
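Assay system: hSENP1 catalytic domain, recombinant. Amount: SENP1 enzyme, 20 pM final. Schedule: 50 min reaction, RT, dark. Technique: FRET, CFP and YFP emission. Control set: no-enzyme wells low, DMSO-plus-enzyme wells high control.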
mIAP inh: inhibitors of mouse IAP, primary screen, biochemical, luminescence, uHTS; intestinal alkaline phosphatase [Mus musculus]; purified mouse IAP, CDP-Star luminescence, 30 min; inhibition, % at 10 µM; hit rate 0.2% among 330,000; AID 2806, 2010;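 active = inhibition of at least 40% at 10 µM in the primary screen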;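 note: plate controls were DMSO with enzyme for no effect and no enzyme wells for full effect; values of inactives mirror those of a sister screen read the other way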
An asterisk follows results filed as active; . = not tested or not shown.

SMILES	hIAP activ	NLRP3 yeast inh	A3G deaminase	beta cell repl	mIAP act	hIAP block	APOBEC3A inh	SENP1 inh	mIAP inh
Cc1ccc(Oc2ccc(NC(=O)CSc3n[nH]c(N)n3)cc2)cc1	1.4	11	-7	-4	0.9	-39	12	3	10
C=CCOc1ccc(Br)cc1CNC(C)(C)CO	1	29	-5	4	0.97	-3	0	1	3
O=C(CN1C(=O)NC2(CCCC2)C1=O)NC(c1ccccc1)c1ccccc1	1	14	-3	-6	0.96	-4	3	2	4
COc1ccc(C(C)=O)cc1CC(=O)Nc1ccc2c(c1)CCC2	1.1	-7	0	-2	1.1	-11	6	0	-7
CN1CCN(C2=Cc3ccc(Cl)cc3Sc3ccc(F)cc32)CC1	1	7	-6	-3	1	-1	-5	4	-5
CCOC(=O)c1c(S(=O)(=O)NCC(=O)Nc2ccccc2OC)c(C)n(C)c1C	1.1	15	-6	13*	0.96	-12	-5	1	4
O=C(NCc1ccc(Cl)cc1)C1CCCN(C(=O)c2ccc(Cl)cc2)C1 (configuration not stated)	0.95	16	-4	3	1	5	1	0	-1
COc1ccc(C)cc1-n1c(C)cc(C=O)c1C	1.2	10	-5	-4	1	-18	6	-2	-4
O=C(CO/N=C/c1ccccc1OC(F)F)NC1CCCCC1	0.97	21	-4	4	1	3	-1	2	-4
Cc1nc(SCCC(=O)O)c2ccccc2n1	1.1	-1	-2	-3	0.91	-14	3	2	9
Cc1ccc(O)c(NC(=O)c2ccc3c(c2)C(=O)N(Cc2cccnc2)C3=O)c1	1.1	12	-1	0	1	-10	0	6	-2
Cc1ccc(C)c(NC(=O)C2C(c3ccccc3)C2(Cl)Cl)c1 (configuration not stated)	1	35	-4	-4	1.9	-3	-3	1	-88
CC(Cc1cccs1)NC(=O)c1cccs1 (configuration not stated)	0.98	18	-6	-2	0.9	2	-4	3	10
O=C(CN1C(=O)NC2(CCCCC2)C1=O)Oc1ccc2c(C(F)(F)F)cc(=O)oc2c1	1	13	-10	0	1	-5	-6	-23	-1
CC1CN(c2nc3ccccc3cc2-c2ccccc2)CC(C)O1 (configuration not stated)	0.78	21	2	-5	0.94	22	1	-2	6
Cc1ncc([N+](=O)[O-])n1CC(=O)N/N=C/c1ccccc1F	0.99	13	-11	-1	1.1	1	-2	2	-6
COc1ccc(CN2C(=NC(=O)c3ccccc3)SC3CS(=O)(=O)CC32)cc1 (configuration not stated)	1.1	16	-7	-4	1	-8	-7	3	-3
C/C=C\C=C/C(=O)Nc1cccc(C2=NOC3(C2)C[C@@H](C(N)=O)N(C(=O)CCCCC)C3)c1 (some centres not stated)	0.94	4	-2	-4	0.99	6	-5	-7	1
O=C(Cn1nnc2ccccc21)OCC(=O)c1ccc(F)cc1	0.88	17	2	-3	0.86	12	0	0	14
CCn1c(Cc2ccccc2)nnc1SCC(=O)Nc1nc2ccccc2s1	0.98	4	-5	2	0.96	2	-4	-4	4
COc1cccc(N2C(=O)CN(Cc3ccccc3)C2=S)c1	1	17	-7	-7	0.99	-2	-2	5	0
CCCc1noc(-c2ccc(-c3ccccc3)cc2)n1	1	-2	0	0	1	-3	2	1	-1
Cc1ccc(C)c(NC2=C(Cl)C(=O)OC2OC(=O)c2ccco2)c1 (configuration not stated)	1.2	1	-2	-4	1.1	-15	-2	1	-6
C#CCOc1ccc(/C=N/NC(=O)c2cccnc2)cc1OCC	0.94	12	-7	-2	0.87	6	1	-1	13
COc1ccc(-n2c(C)cc(C(=O)CSc3nn4c(=O)c(C(C)(C)C)nnc4s3)c2C)cc1	0.96	-4	-9	-6	0.92	4	-4	-2	8

Part of the list above in order of formula weight, high to low.
SMILES	hIAP activ	NLRP3 yeast inh	A3G deaminase	beta cell repl	mIAP act	hIAP block	APOBEC3A inh	SENP1 inh	mIAP inh
CCn1c(Cc2ccccc2)nnc1SCC(=O)Nc1nc2ccccc2s1	0.98	4	-5	2	0.96	2	-4	-4	4
O=C(CN1C(=O)NC2(CCCC2)C1=O)NC(c1ccccc1)c1ccccc1	1	14	-3	-6	0.96	-4	3	2	4
C=CCOc1ccc(Br)cc1CNC(C)(C)CO	1	29	-5	4	0.97	-3	0	1	3

The list goes on:
SMILES	hIAP activ	NLRP3 yeast inh	A3G deaminase	beta cell repl	mIAP act	hIAP block	APOBEC3A inh	SENP1 inh	mIAP inh
O=C(O)COCC(=O)Nc1ccc2c(c1)oc1ccccc12	1.1	5	-4	-2	1	-14	-1	2	-3
O=C(CCN1CCN(C/C=C/c2ccccc2)CC1)Nc1ccccc1Cl	1.2	30	-1	1	1.1	-16	-4	3	-5
CC(=O)Nc1ccc(Nc2cc(C)c3ccccc3n2)cc1	0.95	19	-11	2	1.1	5	-9	-1	-5
COc1ccc(CCNCC(=O)N2C(C)CCCC2C)cc1OC (configuration not stated)	0.98	-3	-1	-2	0.96	2	-1	0	4
CCS(=O)(=O)N1Cc2ccccc2CC1C(=O)N(C)CC(=O)Nc1cccc(F)c1 (configuration not stated)	1	7	-8	-3	0.98	-4	-2	-3	2
O=C(COC(=O)c1ccc(S(=O)(=O)NCc2ccco2)cc1)NCc1ccccc1	1	6	0	-2	1	-2	9	-1	-4
CCCC(=O)NCCc1cc2c(C)ccc(C)c2[nH]c1=O	1	10	0	-1	1	-2	0	0	-1
COC(=O)C(C)Sc1ccc2nnc(-c3cccc(F)c3)n2n1 (configuration not stated)	1.1	23	-18	0	1	-8	-4	3	-4
CC1(c2ccccc2)NC(=O)N(CC(=O)NCCC2=CCCCC2)C1=O (configuration not stated)	1.1	4	0	0	1	-14	0	-4	-1
O=[N+]([O-])c1cccnc1Oc1ccc(OCc2ccccc2)cc1	0.84	5	-1	-3	0.96	16	3	1	4
c1ccc(-c2cnn3nnnc3n2)cc1	0.91	-9	-2	-3	0.98	9	-3	-1	2
O=C(Nc1ccc(F)cc1)c1ccc(=O)[nH]n1	0.94	14	-5	3	1	6	-6	3	-3
COc1cccc(N2[C@@H](CC(=O)O)c3ccccc3S2(=O)=O)c1	1	3	-7	-2	1	-2	-4	1	-2
CCC(=O)c1c[nH]c(C(=O)NCCCN2CCOCC2)c1	0.98	12	-7	-1	1.1	2	0	1	-7
CCOc1ccccc1N1CC(C(=O)Nc2ccc(S(=O)(=O)N3CCCCC3)cc2)CC1=O (configuration not stated)	0.99	18	-7	-3	1.1	1	24	2	-8
Cc1cccn2c(=O)c3cc(C(=O)N4CCCC(C)C4)sc3nc12 (configuration not stated)	0.94	24	-8	0	1	6	-4	-22	-1
Cc1ccc(NC(=O)CN2C(=O)N/C(=C/c3ccc(C)s3)C2=O)cc1	0.73	5	-2	0	0.96	26	-3	-10	4
CCOC(=O)N1CCN(S(=O)(=O)c2ccc(C(=O)N(CCCN(C)C)c3nc4ccc(Cl)cc4s3)cc2)CC1	1.1	14	0	-7	0.89	-8	3	0	11
Cc1cc(C(=O)NC2CCC(C)CC2)c(C)o1 (configuration not stated)	0.96	23	3	4	0.99	4	9	0	1
CC1=C(CC(=O)O)c2cc(F)ccc2C1=Cc1ccc(S(C)(=O)=O)cc1	1	14	-3	-1	0.82	-4	-1	1	18
COc1ccccc1C(=O)NNC(=O)CCCN1C(=O)/C(=C/c2cccs2)SC1=S	0.98	23	-4	1	0.9	2	-2	29	10
C1CC1Cc1noc(CN2CCN(C3C4CC5CC(C4)CC3C5)CC2)n1 (configuration not stated)	0.98	-1	-2	-1	1	2	0	-32	-3
O=C1CSC(c2ccccc2[N+](=O)[O-])N1c1cccc(F)c1 (configuration not stated)	1.1	14	-3	-1	0.78	-7	0	0	22
Cc1ccc2cc(NC(=O)Cc3ccccc3)ccc2n1	0.92	14	-2	-2	1.1	8	-2	5	-12
Cc1ccc(C)c(NC(=O)CN(C)C(=O)CN2C(=O)C3CCCCC3C2=O)c1 (configuration not stated)	1	13	-8	0	1.1	-2	-1	1	-7
Additional structures.
SMILES	hIAP activ	NLRP3 yeast inh	A3G deaminase	beta cell repl	mIAP act	hIAP block	APOBEC3A inh	SENP1 inh	mIAP inh
NC(=O)C1CCN(c2nc(-c3ccc(Br)cc3)cs2)CC1	1.2	-6	-4	-3	1.1	-17	-3	3	-11
NC(=O)c1sc2nnc(-c3ccccc3)c(-c3ccccc3)c2c1N	1.2	0	-8	3	1.1	-20	-4	38	-12
COc1ccc(NC(=O)Cn2c3ccccc3c3nc4n(c(=O)c32)CCS4)cc1OC	1.1	6	0	-1	1.1	-5	-5	1	-6
COc1ccc(CCC(=O)NC(C)C)cc1	0.9	8	-11	-1	1	10	-2	2	-4
CC(=O)Nc1cccc(C(=O)NC(C)c2ccc(S(N)(=O)=O)cc2)c1 (configuration not stated)	0.97	14	-2	3	0.92	3	-1	-5	8
O=C(NCCc1ccccc1)c1ccccc1NC(=O)C1CCCCC1C(=O)O (configuration not stated)	0.93	3	2	0	1	7	-1	.	-3
Cc1nc2ccccn2c1C(=O)N/N=C/c1ccccc1	1.2	-1	-9	2	1	-17	-3	1	-2
CCn1cc(CNC(=O)C2C3CCC(C3)C2C(=O)O)cn1 (configuration not stated)	1.1	45	5	-2	1	-13	4	1	-2
CC(C)(C)n1nnnc1C(c1cccs1)N(Cc1cccnc1)Cc1ccccc1Cl (configuration not stated)	0.77	6	-6	-6	0.94	23	-5	-2	6
Cc1ccc(C)c(-n2c(N)c(C(N)=O)sc2=S)c1	1.1	11	0	2	0.93	-10	1	0	7
O=C(O)c1cc(N2C(=O)C3C4C=CC(C4)C3C2=O)ccc1N1CCOCC1 (configuration not stated)	0.96	5	3	-2	1	4	5	2	-4
O=C(CCC(=O)c1ccccc1)NCc1ccccc1	1	14	-5	0	1	0	1	1	-2
Cc1cccc(-c2nn(-c3ccccc3)cc2C(=O)NCC(c2cccs2)N2CCOCC2)c1 (configuration not stated)	1	14	-11	-5	1.3	-2	-1	-1	-27
COc1ccc(NC(=O)CCCCCN2C(=O)[C@@H]3Cc4ccccc4CN3C2=O)cc1Cl	1.1	17	1	-1	1.1	-9	0	2	-8
O=C(C[n+]1cn(C(F)F)c2ccccc21)c1ccc(Br)cc1	1.1	-11	-2	-2	0.98	-5	0	-5	2
COC(=O)NCC(c1ccc2c(c1)OCO2)N1CCN(c2ccc(OC)cc2)CC1 (configuration not stated)	0.98	-7	-1	0	1.1	2	-2	1	-6
FC(F)Oc1ccccc1NC(=S)NCc1ccco1	0.93	-2	-7	-1	0.88	7	0	0	12

Source: PubChem

These rows are one share of the data; rates above refer to the full screens.
